# SKN-1 block = inhibitors of C. elegans SKN-1; inhibition, % at 21.8 µM; C. elegans VP596 Pgst-4::GFP/RFP ratio, acrylamide-induced, 24 h; hit rate 0.49% among 360,000;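 active = interference check ratio from 0.5 to 1.5 plus GFP to RFP signal ratio inhibition reaching or exceeding a fixed threshold, cut at about 30% in these data, passing the limit was not always enough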; note: some compounds called inactive have numbers as strong as hits
# Neddylation inh = inhibitors of human cullin neddylation. calls only at 25 µM. hit rate 0.58% among 360,000. TR-FRET cullin neddylation, biochemical. P61081+Q13564. AID 651699; in the data active = inhibition above about 36%
# E coli Lon inh = E. coli protease La inhibition; P0A9M0; purified E. coli Lon protease, fluorescence polarization; inhibition, % at 7.94 µM; hit rate 0.42% among 360,000; in the data active = inhibition above about 13%, passing the limit was not always enough;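 note: 0% = enzyme with probe and DMSO and 100% = no enzyme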
# Rin1-Abl PPI inh = inhibitors of human Rin1-Abl protein interaction. P00519+Q13671. TR-FRET Rin1/Abl binding, biochemical. inhibition, % at 7.35 µM. hit rate 0.4% among 360,000; in the data active = inhibition above about 5%, passing the limit was not always enough
# PABP1 MLLE inh = blocks PAM2 peptide binding to the PABP1 MLLE domain; P11940; GST-MLLE / FITC-PAM2 fluorescence polarization; inhibition, % at 20 µM; hit rate 0.36% among 360,000; in the data active = inhibition above about 35%, passing the limit was not always enough;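 note: plate controls were DMSO wells with GST-MLLE for no effect and wells lacking GST-MLLE protein for full effect; some results filed as inactive read as strong as hits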
# MT1-MMP act inh = blocks activation of human MT1-MMP | HT1080 RFP-PRO-GFP cells, GFP/RFP ratio fluorescence, overnight; percent of plate control window, DMSO zero | GFP/RFP ratio change, % at 20 µM | hit rate 0.061% among 360,000;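 active = GFP/RFP ratio change of at least 30% with cell ATP level not reduced by more than half and red fluorescence within 50% of control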; note: strong numbers were not always called active
#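 Material – HT1080 RFP-PRO-GFP cells · Control set – DMSO wells and RFP-L50D-GFP cells · Incubation – overnight cell settling, then overnight compound exposure, 37 °C, 5% CO2 · Compound dosing – single-point 20 µM compound, 1% DMSO · Read-out – GFP/RFP fluorescence ratio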
# bovine MsrA act = activators of bovine methionine sulfoxide reductase A; purified bovine MsrA, absorbance read-out; activation, % at 10.6 µM; hit rate 0.3% among 360,000; in the data active = activation above about 7.5%;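 note: 0% = vehicle and 100% = reference activator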
# NRP1-CendR mod = NRP-1/CendR interaction modulation; AID 602438; FAM-RPARPAR peptide binding to NRP-1, fluorescence polarization; O14786; hit rate 0.85% among 360,000; inhibition, % at 25 µM;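 active = inhibition or corrected inhibition above about 18%, plus a signal ratio from 0.5 to 1.5, limit read from the data, passing the limit was not always enough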; note: strong numbers were not always called active
# Target sequence (O14786 whole entry, looked up): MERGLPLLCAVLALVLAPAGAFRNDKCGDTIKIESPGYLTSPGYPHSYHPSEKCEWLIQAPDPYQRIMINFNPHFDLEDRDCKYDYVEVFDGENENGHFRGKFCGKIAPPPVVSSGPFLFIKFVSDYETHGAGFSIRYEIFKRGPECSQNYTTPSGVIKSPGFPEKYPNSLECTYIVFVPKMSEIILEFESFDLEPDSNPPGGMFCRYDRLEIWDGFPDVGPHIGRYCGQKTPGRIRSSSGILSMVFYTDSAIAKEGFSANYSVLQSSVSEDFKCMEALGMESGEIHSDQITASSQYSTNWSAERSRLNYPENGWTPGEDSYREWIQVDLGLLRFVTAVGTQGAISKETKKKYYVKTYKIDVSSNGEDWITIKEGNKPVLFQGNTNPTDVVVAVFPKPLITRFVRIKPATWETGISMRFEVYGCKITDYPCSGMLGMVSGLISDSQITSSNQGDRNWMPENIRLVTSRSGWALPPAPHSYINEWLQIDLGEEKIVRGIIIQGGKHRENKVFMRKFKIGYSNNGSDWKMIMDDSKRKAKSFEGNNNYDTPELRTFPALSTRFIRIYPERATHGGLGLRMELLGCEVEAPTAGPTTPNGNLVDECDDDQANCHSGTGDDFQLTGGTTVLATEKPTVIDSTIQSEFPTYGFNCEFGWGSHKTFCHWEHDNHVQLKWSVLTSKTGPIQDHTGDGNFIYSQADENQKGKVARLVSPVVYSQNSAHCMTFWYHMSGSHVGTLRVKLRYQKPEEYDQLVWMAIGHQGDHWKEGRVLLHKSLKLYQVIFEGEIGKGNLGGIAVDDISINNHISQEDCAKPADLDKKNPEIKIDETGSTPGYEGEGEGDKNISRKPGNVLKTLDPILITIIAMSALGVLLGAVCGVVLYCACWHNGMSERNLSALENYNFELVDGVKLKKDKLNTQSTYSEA
# FAS-TE inh = inhibitors of human fatty acid synthase thioesterase domain | inhibition, % at 15 µM | hit rate 0.67% among 360,000 | AID 602261 | P49327 | recombinant FAS-TE, OMFH fluorogenic substrate, fluorescence endpoint;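 active = compounds whose normalised, plate-corrected inhibition of enzyme fluorescence in the single-dose primary screen is 50% or more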;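 note: 0% = DMSO with enzyme and 100% = substrate without enzyme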
# The depositor's hits bear a star; i = inactive; nt = not tested or not shown.
SMILES,SKN-1 block,Neddylation inh,E coli Lon inh,Rin1-Abl PPI inh,PABP1 MLLE inh,MT1-MMP act inh,bovine MsrA act,NRP1-CendR mod,FAS-TE inh
Cc1nc2ccccn2c1-c1ccnc(=S)[nH]1,-0.4,i,-1.3,-0.7,27.3,-0.6,8.8*,1.7,-1.9
O=C(COc1cccc(C(F)(F)F)c1)NNC(=O)Cn1c(=O)cnc2ccccc21,0.5,i,13.7,0.5,-10.3,3.9,-6.5,11.4,-5.2
CC1(C)Cc2nc3sc4c(SCC(=O)NCc5ccccc5)ncnc4c3cc2CO1,-6.3,i,-4.8,-252.1,-2.7,14.2,-2.8,-16.0,-11.6
CCc1c(C)nc2c(Br)cccc2c1SCCC#N,10.9,i,-1.6,-42.3,5.0,-9.7,-1.4,-6.9,11.4
COC(=O)Cn1c(CCS(=O)(=O)c2ccc(C)cc2)nc2ccccc21,6.9,i,-4.7,-0.3,4.4,-0.5,-4.8,-22.2,-4.1
Cc1cccnc1NC(=O)c1ccc(Br)o1,-3.1,i,-5.5,2.2,11.0,1.4,-5.2,1.4,-0.9
COC(=O)c1nn(-c2ccc(OC)cc2)c(=O)cc1Sc1ccc(C)cc1,2.3,i,-2.6,2.1,1.6,3.2,-2.1,16.8,7.1
CN(C)c1ccc(O)c2c1CC1CC3[C@@H](N(C)C)C(=O)C(C(N)=O)C(=O)[C@]3(O)C(=O)C1C2=O (some centres not stated),8.3,i,10.9,13.4*,5.0,-8.8,-2.1,20.2,3.3
Cn1cncc1C#Cc1c(C=O)n(C)c2ccccc12,-3.8,nt,2.9,-3.8,-9.1,-0.4,-7.7,-2.7,-7.8
CCN(CC)CCNC(=O)c1ccc(NC(=O)COc2ccc3c(c2)CCC3)cc1,6.9,i,-7.4,5.1,-5.9,-1.7,-6.4,-1.2,-5.4
CCCCSc1nc2sc3c(c2c(=O)[nH]1)CCC3,8.5,i,1.2,1.2,11.5,-2.5,-10.3,-14.2,-3.6
O=C(NNC(=O)c1nn(-c2ccc(F)cc2)ccc1=O)c1ccc(C(F)(F)F)cc1,-0.8,i,-3.8,3.2,7.0,1.4,-4.8,1.5,4.3
Cc1cccc(S(=O)(=O)Nc2ccc(S(=O)(=O)Nc3nccs3)cc2)c1,9.6,i,1.9,2.4,7.6,-1.8,-4.1,-4.0,-2.3
CCOc1ccc(C(CCc2ccccc2)NC(=O)c2ccc(OC)c(OC)c2)cc1OCC (configuration not stated),-2.6,i,-1.8,1.2,6.1,-2.2,-6.9,2.2,23.4
CC1(C)CC(NCc2ccccc2)CCO1 (configuration not stated),-10.1,i,0.5,7.0,6.6,-1.5,-11.8,0.4,-2.0
CCc1ccc(C(CC(=O)O)N2Cc3ccccc3C2=O)cc1 (configuration not stated),7.5,i,-0.6,-0.4,18.4,-5.9,-0.9,9.2,-2.1
O=S(=O)(c1ccccc1)c1nc(-c2ccco2)oc1NCCN1CCOCC1,25.4,i,-3.5,-2.7,-3.7,-0.7,-4.4,4.5,-5.3
O=C(Cn1cc([N+](=O)[O-])cn1)N1CCN(Cc2ccc3c(c2)OCO3)CC1,-7.1,i,-4.9,2.6,9.6,0.1,-4.6,10.6,7.3
O=C1CN(C(=O)c2ccc(F)cc2)c2ccccc2N1,8.6,i,1.7,-0.5,-4.3,-2.0,-0.1,-118.0,-6.2
O=CC1=C(N2CCOCC2)/C(=C/c2ccc(Cl)cc2)CC1,-13.4,i,-18.2,2.3,13.5,0.6,-3.4,-1.1,5.9
Cc1onc(-c2ccccc2)c1C(=O)c1c[nH]c(C(=O)NCc2ccccn2)c1,15.1,i,4.7,-2.9,-6.4,2.7,-6.9,12.8,-7.3
COc1ccc(S(=O)(=O)N2CCC(C(=O)NCC(=O)Nc3c(C)cccc3C)CC2)cc1OC,-1.7,i,6.3,-2.2,-5.4,-0.2,-8.1,1.7,-2.8
CCC(C)n1c(-c2cccc(S(=O)(=O)N(CC)CC)c2)n[nH]c1=S (configuration not stated),3.4,i,-2.2,0.6,8.1,0.2,0.7,0.9,-4.2
C[C@@H]1CN([C@H](C)CO)C(=O)c2cc(NC(=O)Cc3ccccc3)ccc2O[C@H]1CN(C)Cc1ccc(Oc2ccccc2)cc1,11.3,i,-0.6,-1.6,-7.0,1.5,-0.8,2.8,18.1
Cc1ccc(Nc2nc(C(=O)N3CCC(C(=O)NC(C)C)CC3)cs2)cc1,7.4,i,-5.5,-3.3,-25.4,-2.5,-7.2,1.4,-7.0

# Results in bovine MsrA act and E coli Lon inh, for 2 of the compounds above:
canonical_smiles	bovine MsrA act	E coli Lon inh
CCc1c(C)nc2c(Br)cccc2c1SCCC#N	-1.4	-1.6
COC(=O)Cn1c(CCS(=O)(=O)c2ccc(C)cc2)nc2ccccc21	-4.8	-4.7

# The listing continues.
SMILES,SKN-1 block,Neddylation inh,E coli Lon inh,Rin1-Abl PPI inh,PABP1 MLLE inh,MT1-MMP act inh,bovine MsrA act,NRP1-CendR mod,FAS-TE inh
CCCCC(=NCCc1c(C)[nH]c2ccc(OC)cc12)C1=C(O)CC(c2ccccc2)CC1=O (configuration not stated),6.9,i,3.1,-2.0,-3.2,-10.8,-2.4,-2.7,32.9
CC(C)Oc1ccc(C(CC(=O)N(C)CCC#N)c2ccc(F)cc2)cc1 (configuration not stated),3.5,i,-2.5,1.7,-2.2,-4.1,-0.5,0.9,-2.8
COc1ccc(N2CCN(Cc3cc(=O)oc4cc(C)c(Cl)cc34)CC2)cc1,31.0,i,4.7,-1.6,-7.8,0.6,-2.4,6.6,-8.0
Cc1cc(C)cc(N(CC(=O)O)S(=O)(=O)c2c(C)noc2C)c1,-2.3,i,-3.8,-0.9,-4.0,-1.5,-2.8,-8.6,-8.9
COc1ccc(C(=O)Nc2cc3c(cc2C#N)OCO3)cc1S(=O)(=O)N1CCN(C)CC1,0.5,i,-3.5,-4.3,-3.0,1.0,-11.7,-10.7,-5.1
CC(NC(=O)COC(=O)/C=C/c1ccc([N+](=O)[O-])cc1)c1ccccc1 (configuration not stated),-5.0,i,-16.8,-5.5,5.6,4.8,-5.2,11.3,-2.6
CCCCC(=O)Nc1cccc(NC(=O)c2ccc3c(c2)OCO3)c1,14.1,i,5.5,-0.2,-11.0,4.8,-11.2,-5.6,-2.8
CC(=O)Nc1ccc2c(c1)Cc1cc(N3C(=O)C=CC3=O)ccc1-2,6.0,i,6.5,-1.9,31.0,5.5,-10.0,15.3,1.9
CCOC(=O)/C(=C\c1ccc(C)cc1)NC(=O)c1ccccc1,3.5,i,-2.1,3.0,5.3,-3.0,1.6,-2.7,0.3
COc1cc(C(=O)COC(=O)c2ccco2)cc(OC)c1OC,6.9,i,-3.3,2.2,15.2,0.2,-2.2,7.9,-4.1
CCc1nc2c(OCCC3CCCCC3)cccn2c1N(C)C(=O)c1ccncc1,14.4,i,-14.7,-1.5,11.3,0.3,0.1,-6.3,-3.1
Cc1nn(Cc2c(Cl)cccc2Cl)c(C)c1C(=O)NCc1ccc(C)n1C,15.7,i,2.2,-1.1,-10.1,-3.2,-0.2,-1.9,-4.3
CCOC(=O)/C(C#N)=C/Nc1ccccc1OC,-1.5,i,-2.5,0.3,-8.8,-2.5,-17.4,6.2,0.4
Cc1cc(C(=O)NCC(c2cccs2)N2CCOCC2)ccc1[N+](=O)[O-] (configuration not stated),-11.6,i,-10.7,-0.6,4.2,-3.9,0.5,10.9,9.1
CCCCn1c(=O)[nH]c(=O)c2c1nc(-c1ccccc1F)n2Cc1ccccc1,9.3,i,-2.2,-4.5,-0.4,-2.1,-1.3,-11.8,8.6
CC(=O)Nc1ccc(S(=O)(=O)NC2(C(F)(F)F)NC(=O)N(C3CCCCC3)C2=O)cc1 (configuration not stated),6.2,i,-14.4,6.1,1.6,6.2,2.3,9.2,-7.1
S=C(NCc1ccco1)N1CCN(c2cccc(Cl)c2)CC1,-10.5,i,3.0,1.0,-121.8,4.4,-9.2,-12.9,15.6
O=C(Cc1ccc(F)cc1)Nc1cc(S(=O)(=O)N2CCOCC2)ccc1N1CCCCC1,-2.6,i,4.4,-2.9,-2.4,-1.1,1.1,-40.9,5.8
Cn1c(Cc2ccc3c(c2)OCO3)nnc1SCC(=O)N1CCc2ccccc2C1,-17.9,i,6.2,-1.3,-3.0,1.7,-11.4,2.2,-6.1
CC(C)NC(=O)N(O)C1N(C(C)C)C(=O)N(Cc2ccc3c(c2)OCO3)C1(C)C (configuration not stated),1.7,i,9.4,0.5,-1.2,1.5,-3.1,-1.9,-7.9
COc1ccc(C(=O)N2CC(c3ccccc3)CC2=O)cc1 (configuration not stated),-5.8,i,10.1,-0.2,7.2,2.4,-3.7,-9.0,-3.1
CCOC(=O)C1CCCN(Cc2nc(N)nc(Nc3ccc(C)cc3)n2)C1 (configuration not stated),-35.5,i,0.7,3.0,-1.1,-3.2,-9.2,-13.4,-8.4
CC(=O)n1c2ccccc2c2nc(NC(C)C)sc21,-4.1,i,-5.5,1.8,9.0,-14.0,-2.5,10.7,-7.5
CCC(C)c1ccccc1OCC(=O)NN1C(=O)c2ccccc2C1=O (configuration not stated),3.3,i,-1.5,0.9,8.4,-0.4,-1.3,1.8,9.7
C[C@]1(C(=O)O)Cc2oncc2C[C@@H]1C(=O)O,-2.1,i,-3.1,-5.3,2.0,2.9,-1.7,-13.3,-8.1

# Single records, from the list above.
# Cc1cc(C)cc(N(CC(=O)O)S(=O)(=O)c2c(C)noc2C)c1 is entered as SKN-1 block = -2.3; Neddylation inh = i; E coli Lon inh = -3.8; Rin1-Abl PPI inh = -0.9; PABP1 MLLE inh = -4.0; MT1-MMP act inh = -1.5; bovine MsrA act = -2.8; NRP1-CendR mod = -8.6; FAS-TE inh = -8.9
# CCCCC(=O)Nc1cccc(NC(=O)c2ccc3c(c2)OCO3)c1 is entered as SKN-1 block = 14.1; Neddylation inh = i; E coli Lon inh = 5.5; Rin1-Abl PPI inh = -0.2; PABP1 MLLE inh = -11.0; MT1-MMP act inh = 4.8; bovine MsrA act = -11.2; NRP1-CendR mod = -5.6; FAS-TE inh = -2.8

# (more compounds)
SMILES,SKN-1 block,Neddylation inh,E coli Lon inh,Rin1-Abl PPI inh,PABP1 MLLE inh,MT1-MMP act inh,bovine MsrA act,NRP1-CendR mod,FAS-TE inh
COc1ccc(S(=O)(=O)N2CCCCCC2)cc1N(C)S(=O)(=O)c1ccc(C)cc1,-0.7,i,-2.6,0.1,-2.5,nt,-9.9,-1.8,24.1
C[C@@H]1C[C@H](O)c2cc(Cl)ccc2N1,-4.3,i,6.5,0.7,6.4,0.8,1.8,-8.2,-1.7
CCn1c(SCc2cccc(F)c2)nnc1-c1ccncc1,-9.8,i,-4.7,0.8,-2.5,2.0,-2.0,1.0,-3.2
c1ccc(CCN2CN=C(Nc3nc4ccccc4s3)NC2)cc1,6.7,i,-9.2,2.5,13.4,3.0,0.2,0.5,11.1
CCN(CC)S(=O)(=O)c1cccc(C(=O)Nc2cc(C)nn2-c2ccccc2)c1,3.2,i,4.3,-3.3,-9.4,4.1,-3.6,-8.9,-1.5
CCN(CC(=O)Nc1ccccc1OC)C(=O)C1CCC1,16.3,i,-0.8,0.8,0.9,3.8,-7.0,-4.3,-7.7
Cc1ccc(-c2nnn(CC(=O)N(Cc3ccco3)C(C(=O)NC(C)(C)C)c3ccncc3)n2)o1 (configuration not stated),7.5,i,-2.3,2.4,14.0,-9.3,-4.8,7.7,-3.9
CCOc1ccc2nc(S(=O)(=O)NC(=O)C3(C)CCN3C(=O)c3cc(C)n(C)n3)sc2c1 (configuration not stated),8.4,i,-6.5,-19.4,5.0,0.7,-0.2,22.2,-7.8
Cc1cc(C)cc(OCC(=O)Nc2cccc(C(=O)O)c2)c1,-8.2,i,-6.5,-2.1,3.2,2.1,-7.7,-5.0,-2.4
CNC(=O)NC(=O)CSc1nc(-c2cccs2)c(C#N)c(=O)[nH]1,5.6,i,-2.5,-205.4,-5.1,1.0,-5.8,-2.6,-3.7
CCOC(=O)c1cc2cc(OCc3ccccc3)ccc2nc1C,1.7,i,-3.3,2.2,1.4,-1.0,0.1,1.7,17.0

# From PubChem BioAssay
